Screening data from PubChem BioAssay.
UBC9 SUMO inh – SUMOylation inhibition; P63279; HTRF SUMOylation assay, SAE1/SAE2 + UBC9, in vitro; inhibition, % at 35 µM; actives 0.36% (n = 290,000); in the data active = inhibition above about 50%, passing the limit was not always enough; note: strong numbers were not always called active
IMP-1 inhibitor – inhibitors of Pseudomonas aeruginosa IMP-1 metallo-beta-lactamase. purified IMP-1, nitrocefin hydrolysis, epi-absorbance fluorescence. inhibition, % at 5.6 µM. actives 0.45% (n = 290,000). AID 1556;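 active = inhibition above the mean plus 3 SD of all compounds in the same screening run, cut at about 4.5% in these data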;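 note: 0% = IMP-1 with DMSO and 100% = DMSO wells lacking enzyme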
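system = purified recombinant IMP-1 beta-lactamase | amount = 0.2 nM IMP-1, as dispensed | medium = HEPES buffer pH 7.1 with ZnSO4 and Brij 35 | times = 25 °C, 15 min preincubation, 25 min reaction | detection = plate fluorescence quenching by hydrolysis product, ex 480/em 530 nm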
VIM-2 inhibitor – blocks Pseudomonas aeruginosa VIM-2 metallo-beta-lactamase; purified VIM-2, nitrocefin hydrolysis, epi-absorbance fluorescence; inhibition, % at 5.6 µM; actives 0.89% (n = 290,000);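 active = inhibition above the mean of all tested compounds plus 3 SD, cutoff set per screening run, cut at about 7.5% in these data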;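 note: red hydrolysis product quenches plate fluorescence so inhibitors raise well fluorescence; 0% = enzyme with DMSO and 100% = DMSO without enzyme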
M18AAP inhibitor – blocks P. falciparum M18 aspartyl aminopeptidase | inhibition, % at 7.35 µM | actives 1.2% (n = 290,000) | recombinant PfM18AAP, H-Glu-NHMec fluorogenic cleavage;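 active = inhibition above the campaign mean inhibition over all tested compounds plus 3 SD, cut at about 28% in these data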;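 note: 0% = plate median of test compound wells and 100% = 2 mM ZnCl2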
IDE cell activ – IDE (human) activation, cell-based; actives 0.073% (n = 340,000); activation, % at 5.96 µM; HEK cells, FAbeta-B cleavage, fluorescence polarization; 0% vehicle, 100% cell-free pure enzyme wells;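 active = activation above the mean of all tested compounds plus 3 SD, set per screening campaign, cut at about 17% in these data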
pCIP destab – compounds decreasing mouse p/CIP protein stability; decrease of EGFP signal, % at 10 µM; F442A p/CIP-EGFP cells, EGFP fluorescence, 16 h; actives 0.01% (n = 290,000); Q05BA5;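 active = EGFP signal decrease of at least 30% at 10 µM or well 3 SD below plate mean, unless failing retest; inactive = the rest, including hits failing retest or dose response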; note: some compounds called inactive have numbers as strong as hits; many of its hits are not listed in these tables
Target sequence (Q05BA5 1-1403): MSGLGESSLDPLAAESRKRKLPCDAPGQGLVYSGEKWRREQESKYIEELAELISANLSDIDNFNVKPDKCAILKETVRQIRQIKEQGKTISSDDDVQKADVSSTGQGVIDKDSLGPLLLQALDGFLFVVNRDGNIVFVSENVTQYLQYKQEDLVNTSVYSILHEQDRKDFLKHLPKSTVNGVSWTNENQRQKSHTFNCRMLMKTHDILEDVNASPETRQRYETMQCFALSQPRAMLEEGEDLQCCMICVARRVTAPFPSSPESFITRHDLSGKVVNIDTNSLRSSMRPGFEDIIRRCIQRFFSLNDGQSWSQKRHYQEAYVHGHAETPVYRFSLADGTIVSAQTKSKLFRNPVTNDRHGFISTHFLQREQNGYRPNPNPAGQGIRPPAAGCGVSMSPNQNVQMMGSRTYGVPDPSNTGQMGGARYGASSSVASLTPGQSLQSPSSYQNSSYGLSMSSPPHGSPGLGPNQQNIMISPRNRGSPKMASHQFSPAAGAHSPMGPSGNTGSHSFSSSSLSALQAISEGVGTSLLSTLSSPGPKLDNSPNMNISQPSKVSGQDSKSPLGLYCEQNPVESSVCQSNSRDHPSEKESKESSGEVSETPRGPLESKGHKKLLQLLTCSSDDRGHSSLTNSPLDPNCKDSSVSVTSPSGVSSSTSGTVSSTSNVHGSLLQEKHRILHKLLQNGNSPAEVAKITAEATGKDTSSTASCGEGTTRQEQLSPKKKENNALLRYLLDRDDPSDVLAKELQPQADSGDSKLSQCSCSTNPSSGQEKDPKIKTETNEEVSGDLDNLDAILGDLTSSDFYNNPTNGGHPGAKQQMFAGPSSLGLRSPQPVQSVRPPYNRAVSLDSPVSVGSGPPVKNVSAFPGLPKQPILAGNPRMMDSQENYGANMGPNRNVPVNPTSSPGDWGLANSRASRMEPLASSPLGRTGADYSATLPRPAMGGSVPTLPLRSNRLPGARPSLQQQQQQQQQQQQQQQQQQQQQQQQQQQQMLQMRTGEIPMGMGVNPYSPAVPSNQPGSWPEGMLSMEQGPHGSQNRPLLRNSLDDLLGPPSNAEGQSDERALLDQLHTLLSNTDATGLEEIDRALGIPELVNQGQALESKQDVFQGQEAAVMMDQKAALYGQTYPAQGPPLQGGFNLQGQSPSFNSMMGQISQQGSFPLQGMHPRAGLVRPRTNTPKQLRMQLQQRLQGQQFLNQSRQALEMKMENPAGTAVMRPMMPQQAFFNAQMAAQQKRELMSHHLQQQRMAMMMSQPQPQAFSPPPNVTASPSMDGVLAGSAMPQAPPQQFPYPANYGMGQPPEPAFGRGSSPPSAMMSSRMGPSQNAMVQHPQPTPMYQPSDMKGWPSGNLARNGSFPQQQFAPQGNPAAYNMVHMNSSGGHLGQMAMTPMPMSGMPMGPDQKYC
IDE cell inh – cellular human IDE inhibition | P14735 | HEK cells, FAbetaB cleavage, fluorescence polarization | inhibition, % at 5.59 µM | actives 0.41% (n = 320,000) | AID 434962;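 active = percent inhibition above the average of all tested compounds plus 3 SD, set per screening campaign, cut at about 16% in these data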;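 note: IDE supplied by intact live HEK cells; FP after avidin binding of uncleaved biotin substrate so inhibition keeps polarization high; 0% = DMSO wells and 100% = 60 µM reference IDE inhibitor Ii1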
FID counter – counter-screen for HCV NS3 helicase inhibitors: DNA intercalator displacement | DNA fluorescent intercalator displacement, fluorescence | inhibition, % at 7.9 µM | actives 0.17% (n = 290,000); in the data active = inhibition above about 37%;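 note: 0% = vehicle and 100% = reference compound; higher means more ethidium bromide displaced from hairpin DNA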
HCV NS3 hel inh – HCV NS3 helicase inhibition; inhibition, % at 10.9 µM; actives 0.56% (n = 290,000); AID 1800; NS3 helicase DNA unwinding, Cy5 molecular beacon fluorescence;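 active = inhibition above the mean of all tested compounds plus 3 SD, set per campaign, cut at about 35% in these data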;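 note: 0% = DMSO wells and 100% = thioflavine S control wells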
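Material: hepatitis C virus NS3 helicase domain fragment enzyme; measured by: Cy5 fluorescence, 0 and 60 min reads; control set: DMSO and thioflavine S; incubation: 60 min unwinding reaction at 25 °C after ATP addition; read-out basis: % inhibition from 60/0 min fluorescence ratio, DMSO 0%, thioflavine S 100%; repeats: singlicate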
Starred values were filed as active, the others as inactive; x = no result given.

molecule	UBC9 SUMO inh	IMP-1 inhibitor	VIM-2 inhibitor	M18AAP inhibitor	IDE cell activ	pCIP destab	IDE cell inh	FID counter	HCV NS3 hel inh
Cc1ccc(S(=O)(=O)Nc2cc(-c3ccccc3)nn2C)cc1	11	-4.0	-3.5	5	x	-2	7	-25	13
COc1ccc(NC(=O)c2cc(-c3ccc4c(c3)OCO4)on2)cc1	29	-0.7	1.0	-17	2	-15	3	-2	6
CC1=NN(C(=O)c2ccoc2C)C(O)(C(F)(F)F)C1 (stereo not given)	0	-2.8	-2.4	-5	8	-6	0	-5	7
COc1cccc(N2CCN(CC(=O)NC3=Nc4ccccc4N=C(C)C3c3ccccc3)CC2)c1 (stereo not given)	5	-2.2	0.2	0	x	-3	2	-4	-1
CCCc1cc(C(=O)N2CCCC(C(=O)c3cccc4ccccc34)C2)n(C)n1 (stereo not given)	3	-0.8	-0.9	-6	5	-3	-4	-34	1
CC(C)Cc1ccc(C(C)NC(=O)c2ccc(=O)[nH]c2)cc1 (stereo not given)	24	-3.9	-3.4	-1	5	-12	-1	-9	1
CCn1c(=N)n(CC(O)COc2cccc(C)c2)c2ccccc21 (stereo not given)	-12	-1.7	-2.0	-2	6	6	0	17	-21
Cc1cc2nc3c(c(=O)n2[nH]1)CCCC3	27	-0.7	-0.7	-2	0	-5	4	-1	1
Cc1nn(Cc2ccc(F)cc2)c(Cl)c1/C=N/NC(=O)c1ccccc1	12	-1.6	-3.3	-2	-2	-14	0	-7	3
COc1ccc(NC(=O)c2ccc(C(=O)c3ccccc3)o2)cc1	7	0.6	0.0	-4	5	1	-1	-8	-4
O=C(O)CCCNc1c(C(=O)Nc2ccc(Cl)cc2)cc([N+](=O)[O-])cc1[N+](=O)[O-]	8	-1.8	-4.5	6	-3	3	-1	-16	-21
O=C(CCCOc1ccc(Cl)cc1Cl)N1CCCc2ccccc21	-19	1.7	-3.0	8	4	2	-7	-4	-1
COc1ccc(NC(=O)CNS(=O)(=O)c2ccc(Cl)cc2)cc1	32	-4.7	-2.2	-3	2	-7	-4	-2	-10
N#Cc1c(N)c(C(=O)c2ccc(Cl)cc2)n2c1CCC2	6	-5.0	-2.3	2	1	-2	-3	0	2
Cc1occc1C(=O)NNC(=O)C1CCCCC1	12	-2.6	-4.5	-2	1	-12	10	-8	10
COC(=O)c1ccc(C2NC(=O)CCC2[N+](=O)[O-])cc1 (stereo not given)	2	-3.3	-2.2	-6	-1	-6	3	1	-4
Cc1ccc(C)c(C(=O)O/N=C(\N)c2ccc(Br)cc2)c1	8	-2.2	-1.8	-2	1	-3	1	-3	-2
Cc1nn(CCC(=O)NNC(=S)Nc2ccc(F)cc2)c(C)c1Br	7	-6.2	-2.8	18	3	-15	1	-10	-12
CCOc1cc(/C=C2\NC(=O)NC2=O)cc([N+](=O)[O-])c1O	-3	-2.5	-2.1	12	-1	2	5	5	-11
CN(C)CCCn1c(SCc2ccc(Cl)cc2)nnc1-c1ccncc1	14	-2.0	-0.4	-1	1	-15	4	4	-1

Next results follow:
molecule	UBC9 SUMO inh	IMP-1 inhibitor	VIM-2 inhibitor	M18AAP inhibitor	IDE cell activ	pCIP destab	IDE cell inh	FID counter	HCV NS3 hel inh
O=C(N/N=C/c1ccc(OCc2ccccc2)cc1)c1ccncc1	12	-1.9	-4.2	-12	-2	-18	0	-19	5
CCc1ccc(-c2nnn(Cc3nn[nH]n3)n2)cc1	1	-3.6	0.8	1	-4	7	2	-12	-13
O=C(c1ccccc1)c1ccccc1C(=O)N1CCOCC1	19	-2.6	1.0	-1	4	-7	5	-6	2
CCOc1ccc(/C=C/C(=O)Oc2ccc(OC)cc2)cc1	-7	-3.2	-2.9	2	0	-10	7	-17	5
COc1ccc(/C=N/NC(=O)c2ccc3nc[nH]c3c2)c(OC)c1OC	7	-2.7	-2.2	-2	x	3	-3	-12	17
COc1ccc(S(=O)(=O)Nc2cc(S(=O)(=O)c3ccccc3)c(O)cc2C)cc1	-1	-2.7	-1.5	-2	-1	6	1	-12	-13
Cc1ccc(-c2nnc(SCC(N)=O)n2C)cc1	-1	-4.6	-0.6	-5	-2	-16	0	-5	-2
Cc1onc(-c2ccccc2)c1C(=O)N1CCc2ccccc21	-10	-1.7	-1.2	2	3	-2	0	-13	-5
COc1ccc(Cl)cc1-c1nc(-c2ccc(NC(=O)c3cccs3)cc2)no1	6	-3.6	-3.0	-1	2	-11	-2	-1	-2
Cc1ccc(NC(=S)NNC(=S)NC2CCCCC2)cc1	-32	-5.9	-3.0	14	3	-3	14	1	-13
O=C(Nc1ccc(N2CCOCC2)c(Cl)c1)c1cccnc1	14	-2.8	-1.6	2	-2	10	3	-2	-2
CC(C)Oc1cccc(C(=O)C2CCCN(Cc3cccn3-c3cccnc3)C2)c1 (stereo not given)	21	-3.2	-1.4	-21	7	-7	2	-3	-5
COc1ccc(S(=O)(=O)c2c(C)c(NS(=O)(=O)c3ccccc3)cc(C)c2O)cc1	-15	-1.5	-1.5	-15	3	12	-2	-10	-4
CC(C)NC(=O)c1cc2ccccc2o1	0	-4.6	-0.1	-2	2	-14	-5	-15	3
Cc1nn(C(C)C)c(C)c1CN1CCN(Cc2ccsc2)C(CCO)C1 (stereo not given)	12	-2.9	-2.9	-3	5	-12	-3	2	-5
Cc1[nH]c2ccccc2c1C(=O)CN1CCN(C2CCCCC2)CC1	21	-0.7	-0.7	-2	x	-20	x	7	9
CCOC(=O)CSc1nc(C2CC2)nc2ccccc12	11	-1.6	-0.8	0	6	-9	3	-21	0
COC(=O)c1ccccc1NC(=O)c1cc2n(n1)C(C(F)F)CC(C(F)F)N2 (stereo not given)	17	-1.5	-1.0	2	6	-7	-1	-3	-6
Cc1ccc(S(=O)(=O)N2CCC(C(=O)O)CC2)cc1C(=O)O	4	-2.6	-2.8	0	2	6	5	6	1
CS(=O)(=O)N(CC(=O)N1CCN(c2ccccc2)CC1)c1ccc(Cl)c(C(F)(F)F)c1	19	-1.2	-2.5	-2	0	-15	-2	-29	-5

Laid out differently: 11 of the compounds above
Values run as follows: UBC9 SUMO inh	IMP-1 inhibitor	VIM-2 inhibitor	M18AAP inhibitor	IDE cell activ	pCIP destab	IDE cell inh	FID counter	HCV NS3 hel inh
- Cc1ccc(NC(=S)NNC(=S)NC2CCCCC2)cc1
  -32	-5.9	-3.0	14	3	-3	14	1	-13
- O=C(Nc1ccc(N2CCOCC2)c(Cl)c1)c1cccnc1
  14	-2.8	-1.6	2	-2	10	3	-2	-2
- CC(C)Oc1cccc(C(=O)C2CCCN(Cc3cccn3-c3cccnc3)C2)c1 (stereo not given)
  21	-3.2	-1.4	-21	7	-7	2	-3	-5
- COc1ccc(S(=O)(=O)c2c(C)c(NS(=O)(=O)c3ccccc3)cc(C)c2O)cc1
  -15	-1.5	-1.5	-15	3	12	-2	-10	-4
- CC(C)NC(=O)c1cc2ccccc2o1
  0	-4.6	-0.1	-2	2	-14	-5	-15	3
- Cc1nn(C(C)C)c(C)c1CN1CCN(Cc2ccsc2)C(CCO)C1 (stereo not given)
  12	-2.9	-2.9	-3	5	-12	-3	2	-5
- Cc1[nH]c2ccccc2c1C(=O)CN1CCN(C2CCCCC2)CC1
  21	-0.7	-0.7	-2	x	-20	x	7	9
- CCOC(=O)CSc1nc(C2CC2)nc2ccccc12
  11	-1.6	-0.8	0	6	-9	3	-21	0
- COC(=O)c1ccccc1NC(=O)c1cc2n(n1)C(C(F)F)CC(C(F)F)N2 (stereo not given)
  17	-1.5	-1.0	2	6	-7	-1	-3	-6
- Cc1ccc(S(=O)(=O)N2CCC(C(=O)O)CC2)cc1C(=O)O
  4	-2.6	-2.8	0	2	6	5	6	1
- CS(=O)(=O)N(CC(=O)N1CCN(c2ccccc2)CC1)c1ccc(Cl)c(C(F)(F)F)c1
  19	-1.2	-2.5	-2	0	-15	-2	-29	-5

Back to the main list, starting 2 compounds before the break.
molecule	UBC9 SUMO inh	IMP-1 inhibitor	VIM-2 inhibitor	M18AAP inhibitor	IDE cell activ	pCIP destab	IDE cell inh	FID counter	HCV NS3 hel inh
Cc1ccc(S(=O)(=O)N2CCC(C(=O)O)CC2)cc1C(=O)O	4	-2.6	-2.8	0	2	6	5	6	1
CS(=O)(=O)N(CC(=O)N1CCN(c2ccccc2)CC1)c1ccc(Cl)c(C(F)(F)F)c1	19	-1.2	-2.5	-2	0	-15	-2	-29	-5
Cc1ccc(-c2nn(-c3ccccc3)cc2C(=O)N2CCN(c3ccccn3)CC2)cc1	2	-1.5	-2.5	1	4	-2	9	-14	-4
CCc1c(C)nc(SCC(=O)CC(=O)OC(C)C)c(C#N)c1C	15	-0.8	0.1	-7	2	-9	0	-10	8
CCOC(=O)C(C)Sc1nc2ccccc2c(=O)n1CC (stereo not given)	-9	-4.2	-2.0	0	-5	0	3	-11	-3
C=CCn1c(-c2ccc(OC)c(OC)c2)n[nH]c1=S	-13	-5.6	-1.0	36*	-1	7	5	-8	4
O=C(O)c1ccc(-n2cccn2)nc1	7	-2.8	-2.1	0	3	-14	0	6	2
COc1cc(NC(=O)c2ccc(Cl)cc2)c(OC)cc1NC(=O)CN1CCOCC1	17	-0.5	-1.5	3	3	-11	-1	0	-9
Cc1oc2cc([N+](=O)[O-])c(O)c([N+](=O)[O-])c2c1C(=O)c1ccc(Br)cc1	24	-2.4	-0.4	6	-3	5	-1	-17	13
CCc1[nH]c(=O)c(C#N)c2c1CCCC2	11	-0.9	-2.4	0	4	-6	1	-3	1
CCOC(=O)c1ccc(NC(=O)Cc2cccs2)cc1	14	-1.0	0.1	-3	1	-6	0	-9	-3
C=CC[n+]1c(-c2ccc(OC)cc2)csc1NNC(=O)Nc1ccccc1	-1	-0.9	-1.5	13	-1	-8	4	4	10
COc1ccc(OC)c(-c2csc(NC(=O)CSc3ccc(Br)cc3)n2)c1	-20	-5.3	-5.4	-5	-2	-2	6	-2	4
CC(=O)N1c2ccc(S(=O)(=O)NCCC(=O)NCCc3ccc(C)cc3)cc2CC1C (stereo not given)	-1	-0.7	-0.4	-1	5	-12	2	-42	-3
CCOC(=O)N1CCN(C(=O)/C(=C/c2cccs2)NC(=O)c2ccc(OC)c(OC)c2)CC1	4	-0.1	1.8	3	3	2	7	-42	-3
CCSc1nc2c(c(=O)n(C)c(=O)n2C)n1Cc1ccc(Cl)cc1	x	-4.8	-3.5	2	3	x	1	0	-1
COc1ccc(CN(Cc2ccccn2)S(=O)(=O)c2ccc(-n3cnnn3)c(OC)c2)cc1	-3	-4.3	-6.7	-9	4	-6	1	-6	-1
CNc1nc(C)nc(-c2ccccc2O)n1	19	-1.6	-1.7	-2	2	-8	2	2	1
CCOC(=O)C1=C(Cn2cnc3ccccc32)NC(=O)NC1c1cc(C)ccc1C (stereo not given)	-11	-4.8	-3.9	-9	-3	-7	-2	-20	-38
Cc1cc(NC(=O)c2ccc(COc3ccccc3Cl)o2)no1	13	-1.1	-2.4	-1	3	8	3	-5	6
